Assay outcomes from PubChem BioAssay.
HKDC1 inhibitor: HKDC1 hexokinase inhibitors, primary screen, biochemical, fluorescence, uHTS | AID 493160, 2011 | inhibition, % at 20 µM | recombinant HKDC1, G6PDH/diaphorase resazurin coupled fluorescence | Q2TB90 | actives 0.16% (n = 340,000);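 active = inhibition above about 35% when tested at 20 µM, limit read from the data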;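 note: plate controls were DMSO wells with enzyme for no effect and DMSO wells lacking enzyme for full effect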
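Material – in-house recombinant HK5 (HKDC1) enzyme · Quantity – HKDC1 at 5 µg/mL · Buffer or medium – pH 8.0 Tris buffer with 10 mM MgCl2 · Reagent – glucose with 1 mM ATP · Dosing – single 20 µM dose · Times – reaction time 90 min, room temperature, protected from light · Technique – resorufin fluorescence at 613 nm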
A3A deaminase: APOBEC3A ssDNA deaminase inhibitors, primary screen, selectivity assay for APOBEC3G inhibitor project, biochemical, FAM/TAMRA oligo cleavage fluorescence; actives 0.41% (n = 330,000); DNA dC->dU-editing enzyme APOBEC-3A (Homo sapiens), P31941; AID 493011, 2011; recombinant A3A, FAM/TAMRA ssDNA deamination fluorescence; inhibition, % at 20 µM;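 active = at least 40% inhibition at 20 µM here, with at most 30% in a related deaminase screen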;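 note: plate controls were A3A with DMSO for no effect and wells lacking A3A enzyme for full effect; some results filed as inactive read as strong as hits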
Target sequence (P31941 whole entry, looked up): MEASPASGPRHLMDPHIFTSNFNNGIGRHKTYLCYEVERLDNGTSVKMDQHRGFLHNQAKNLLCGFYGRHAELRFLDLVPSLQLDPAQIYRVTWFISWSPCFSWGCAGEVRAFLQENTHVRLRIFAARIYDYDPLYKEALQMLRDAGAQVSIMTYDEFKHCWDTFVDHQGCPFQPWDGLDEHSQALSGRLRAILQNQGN
hIAP inh: human IAP inhibitors, primary screen, biochemical, luminescence, uHTS; Intestinal-type alkaline phosphatase (Homo sapiens), P09923; actives 0.12% (n = 330,000); purified IAP, CDP-Star luminescence, 30 min; inhibition, % at 10 µM;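 active = inhibition reaching a set limit with compound at 10 µM in the primary screen, cut at about 35% in these data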;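 note: plate controls were DMSO wells with enzyme for no effect and no-enzyme buffer wells for full effect; values of inactives mirror those of a sister screen read the other way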
Target sequence (P09923 whole entry, looked up): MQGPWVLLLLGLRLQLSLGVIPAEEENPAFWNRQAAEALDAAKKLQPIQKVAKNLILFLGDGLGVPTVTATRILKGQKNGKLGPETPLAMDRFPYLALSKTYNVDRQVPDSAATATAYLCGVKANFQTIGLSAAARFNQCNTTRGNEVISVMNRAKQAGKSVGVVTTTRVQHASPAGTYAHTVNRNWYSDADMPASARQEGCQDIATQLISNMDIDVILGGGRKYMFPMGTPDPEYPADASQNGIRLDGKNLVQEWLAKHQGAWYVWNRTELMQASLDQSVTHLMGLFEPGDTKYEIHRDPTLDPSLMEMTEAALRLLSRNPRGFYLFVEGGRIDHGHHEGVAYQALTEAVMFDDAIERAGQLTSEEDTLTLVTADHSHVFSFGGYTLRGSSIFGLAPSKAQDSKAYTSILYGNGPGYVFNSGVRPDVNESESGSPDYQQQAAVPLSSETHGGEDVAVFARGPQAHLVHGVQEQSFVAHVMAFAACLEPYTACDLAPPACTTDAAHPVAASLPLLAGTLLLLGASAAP
hIAP activ: human IAP activators, primary screen, biochemical, luminescence, uHTS; purified human IAP, CDP-Star luminescence, 30 min; stronger effect = higher value; 1 = vehicle-only enzyme, 0 = enzyme-free background; activation factor at 10 µM; actives 0.16% (n = 330,000);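 active = activation factor of the enzyme at least 2-fold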; note: the source names both 10 and 20 µM as test concentration; values of inactives mirror those of a sister screen read the other way
PfGluPho inh: PfG6PD enzyme inhibitors, primary screen, biochemical, fluorescence intensity, uHTS; glucose-6-phosphate dehydrogenase-6-phosphogluconolactonase (Plasmodium falciparum 3D7); PfGluPho enzyme, NADPH resazurin-diaphorase fluorescence; inhibition, % at 20 µM; actives 0.78% (n = 350,000); AID 504690, 2011;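 active = inhibition reaching at least a set limit at 20 µM in the primary screen, cut at about 59% in these data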;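 note: 0% = DMSO wells with substrate and 100% = DMSO wells lacking glucose-6-phosphate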
mIAP block: inhibitors of mouse IAP, primary screen, biochemical, luminescence, uHTS; intestinal alkaline phosphatase [Mus musculus]; purified mouse IAP, CDP-Star luminescence, 30 min; inhibition, % at 10 µM; actives 0.2% (n = 330,000); AID 2806, 2010;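 active = inhibition of at least 40% at 10 µM in the primary screen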;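 note: plate controls were DMSO with enzyme for no effect and no enzyme wells for full effect; values of inactives mirror those of a sister screen read the other way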
ATG4B inh: ATG4B protease inhibitors, primary screen, biochemical, fluorescence, uHTS; Cysteine protease ATG4B (Homo sapiens), Q9Y4P1; ATG4B cleavage of LC3-PLA2, NBD-HPC fluorescence, 1 h; inhibition, % at 8.33 µM; actives 0.51% (n = 340,000); in the data active = inhibition above about 40%
mIAP act: activators of mouse IAP, primary screen, biochemical, luminescence, uHTS. muIAP, CDP-Star luminescence, 30 min; stronger effect = higher value; 1 = vehicle-only enzyme signal, 0 = enzyme-free wells. AID 2805, 2010. activation factor at 10 µM. actives 0.24% (n = 330,000);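 active = activation factor of at least 2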; note: the source names both 10 and 20 µM as test concentration; values of inactives mirror those of a sister screen read the other way
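System: mouse IAP enzyme. Reagent: CDP-Star chemiluminescent phosphatase substrate. Benchmarks: DMSO wells, no-enzyme wells. Times: 30 min enzyme-substrate-compound incubation at room temperature. Detection: luminescence from enzymatic CDP-Star hydrolysis. Doses: test compounds delivered from DMSO solution.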
The depositor's hits bear a star; nt = no result given.

The line under a structure holds: hIAP inh	A3A deaminase	mIAP block	mIAP act	hIAP activ	HKDC1 inhibitor	ATG4B inh	PfGluPho inh
1	Cc1cc(Cl)ccc1OCC(=O)NC1CCCC1
    5	-3	-4	1	0.95	2	2	-16
2	COc1cc(S(=O)(=O)N2CCN3CCCC3C2)ccc1-n1cnnn1 (stereo not given)
    -30	-6	1	0.99	1.3	-8	-3	-4
3	COc1ccc(OC)c(NC(=O)Nc2ccc(O)c3ccccc23)c1
    -24	-4	-3	1	1.2	18	-12	39
4	CCC(C(=O)Nc1ccc(C(=O)N2CCCC2)cc1)c1ccccc1 (stereo not given)
    1	1	-2	1	0.99	-5	4	-5
5	CC1CCCC(C)N1NC(=S)Nc1ccc(OC(F)F)cc1 (stereo not given)
    13	1	9	0.91	0.87	-7	1	21
6	COc1cccc(-c2coc3c(C)c4oc(=O)c(CCC(=O)O)c(C)c4cc23)c1
    -6	-2	9	0.91	1.1	2	5	-3
7	O=C(NCc1cccnc1)c1ccc(N2CCOCC2)c([N+](=O)[O-])c1
    2	-1	7	0.93	0.98	-7	-11	10
8	Cc1nc(N2CCOCC2)c2c(C)c(C(=O)Nc3ccc(F)cc3F)sc2n1
    -12	-11	-11	1.1	1.1	4	8	3
9	Cc1cccc(CN2CCC(C(=O)Nc3ccc(Oc4cccnc4)cc3)CC2)c1
    0	-2	-39	1.4	1	-7	8	0
10	CCOc1ccc(C(=O)NCc2cccnc2)cc1
    -3	1	-1	1	1	10	-3	6
11	Cc1onc(-c2ccccc2)c1C(=O)c1ccccc1
    -18	0	4	0.95	1.2	1	7	-10
12	COc1ccc(Nc2nc(N(C)c3ccccc3)nc(N)c2[N+](=O)[O-])cc1
    6	-3	12	0.89	0.94	-5	-2	3
13	CCOc1ccc2[nH]c(=O)c(CN(Cc3ccccc3)C(=O)N3CCCC3)cc2c1
    11	-4	0	1	0.89	4	-19	-212
14	Cn1cnnc1SCC(=O)Nc1ccc2nc(SCc3ccccc3)sc2c1
    9	-4	-6	1.1	0.91	-1	-12	11
15	COCCN(C(=O)CC1OC(=O)c2ccccc21)c1c(N)n(Cc2ccccc2)c(=O)[nH]c1=O (stereo not given)
    -2	-6	4	0.96	1	-5	-4	-1
16	O=C(CCCC(=O)OCC(F)(F)C(F)F)Nc1ccccc1F
    14	2	6	0.94	0.86	-8	-6	-23
17	Cc1ccc(C)c(N(C)C(=O)CCS(=O)(=O)c2cccc3nonc23)c1
    -13	3	2	0.97	1.1	-4	3	-8
18	CCOC(=O)c1cc(C(C)=O)c(=O)n(C)c1N
    6	-3	9	0.91	0.94	-2	2	5
19	Cc1nc2ccccc2c(=O)n1-c1ccc(NS(=O)(=O)c2ccc(F)cc2F)cc1
    -3	-3	9	0.91	1	-7	6	-29
20	Cc1ccc(CNc2ncnc3cc(Cl)ccc23)cc1
    4	0	2	0.98	0.96	0	12	3
21	Cn1c(CN2CCN(C(=O)c3ccc(F)cc3)CC2)nc2cc([N+](=O)[O-])ccc21
    -2	0	3	0.97	1	1	7	-20
22	COCCNC(=O)Cn1c(=O)n(Cc2ccco2)c(=O)c2ccccc21
    -22	-3	-12	1.1	1.2	-4	-10	-8
23	O=C(/C=C/c1cccs1)Nc1cccnc1
    -6	0	-6	1.1	1.1	-6	-7	10
24	CCOc1ccc(C(=O)NCC(=O)OC2CCOC2=O)cc1OCC (stereo not given)
    0	2	2	0.98	1	-4	-8	-8
25	O=c1c2c3c(sc2n2c(=S)[nH]nc2n1-c1ccccc1)CCC3
    2	-11	10	0.9	0.98	3	4	27
26	CCc1ccccc1NC(=O)COc1ccc(N2CC(C(N)=O)CC2=O)cc1 (stereo not given)
    8	-3	5	0.95	0.92	4	-8	7
27	OCCN1CCN(C(=S)c2ccc(Br)cc2)CC1
    11	2	2	0.98	0.89	-1	0	43
28	COc1cccc(NC(=O)c2cc(-c3cccnc3)nc3c(Cl)cccc23)c1
    7	7	19	0.81	0.93	-5	-4	-1
29	N#Cc1c(SCC(=O)Nc2nc3ccc(Br)cc3s2)sc2c(O)cc(=O)[nH]c12
    -2	43*	41*	0.59	1	34	17	1
30	O=C(C[n+]1cc(-c2ccc(Cl)cc2)n2c1CCC2)N1c2ccccc2Sc2ccccc21
    -12	1	-10	1.1	1.1	-15	1	23
31	CC(C)C(=O)Nc1cccc(NC(=S)NC(=O)c2cccs2)c1
    4	0	-6	1.1	0.96	1	8	-7
32	C/C=C\C=C/C(=O)Nc1cccc(C2=NOC3(C2)C[C@H](C(N)=O)N(C(=O)Cc2ccc([N+](=O)[O-])cc2)C3)c1 (stereo not given in full)
    12	-2	4	0.96	0.88	1	-6	52
33	Cc1ccccc1CC1(CO)CCCN(C(=O)c2cc(-c3ccccc3)no2)C1 (stereo not given)
    0	-7	0	1	1	-5	28	2
34	Cc1nc(NC(=O)CN2CC(C)OC(C)C2)sc1C(=O)N(C)C (stereo not given)
    10	-1	-6	1.1	0.9	-9	5	-7
35	O=C(N/N=C/c1ccccc1O)c1cc(=O)[nH]c2ccccc12
    -70	-1	-14	1.1	1.7	nt	nt	nt
36	COc1cc2[nH]c(=S)n(NC(=O)c3ccccc3)c(=O)c2cc1OC
    2	5	1	0.99	0.98	-6	5	3
37	COC(=O)c1ccc(NS(=O)(=O)c2cc(-c3cc(C)no3)ccc2OC)cc1
    0	-3	1	0.99	1	-4	-1	3
38	Nc1cc(N)nc(SCC(=O)NC(=O)NC2CCCC2)n1
    -15	1	-15	1.2	1.2	-1	5	-4
39	COC(=O)c1cccc(C(=O)Nc2ccc(F)cc2)n1
    -4	0	-2	1	1	-9	-6	0
40	CCN(CC)C(c1ccc(C)cc1)c1nnnn1C1CCCCC1 (stereo not given)
    -6	-5	-7	1.1	1.1	-2	-4	1
41	NCCNC(=O)Cc1ccc(NC(=O)Cc2ccc(Nc3ncnc4c3ncn4[C@@H]3O[C@H](CO)[C@@H](O)[C@H]3O)cc2)cc1
    0	-2	-5	1.1	1	-5	7	3
42	C=CCCC(=O)NC1CC(C)(C)Cc2c1cnn2-c1ccc(OC)cc1 (stereo not given)
    -11	0	-8	1.1	1.1	-5	-3	-15
43	O=c1c2sccc2nc(SCc2cc(=O)n3cc(Cl)ccc3n2)n1-c1ccc(F)cc1
    -4	4	2	0.98	1	-1	26	19
44	COc1ccc2oc(C(=O)OCC(=O)N(C)CC(=O)Nc3ccc(C)cc3)c(C)c2c1
    -2	3	5	0.95	1	2	-18	-19
45	CCN(C(=O)c1ccco1)c1nnc(-c2ccc(OC)cc2)s1
    9	-2	2	0.98	0.91	5	-8	42

An excerpt from above in order of their number in A3A deaminase, lowest first.
The line under a structure holds: hIAP inh	A3A deaminase	mIAP block	mIAP act	hIAP activ	HKDC1 inhibitor	ATG4B inh	PfGluPho inh
33	Cc1ccccc1CC1(CO)CCCN(C(=O)c2cc(-c3ccccc3)no2)C1 (stereo not given)
    0	-7	0	1	1	-5	28	2
39	COC(=O)c1cccc(C(=O)Nc2ccc(F)cc2)n1
    -4	0	-2	1	1	-9	-6	0
38	Nc1cc(N)nc(SCC(=O)NC(=O)NC2CCCC2)n1
    -15	1	-15	1.2	1.2	-1	5	-4
36	COc1cc2[nH]c(=S)n(NC(=O)c3ccccc3)c(=O)c2cc1OC
    2	5	1	0.99	0.98	-6	5	3

(next part)
The line under a structure holds: hIAP inh	A3A deaminase	mIAP block	mIAP act	hIAP activ	HKDC1 inhibitor	ATG4B inh	PfGluPho inh
46	O=C(NCc1cccc(C(F)(F)F)c1)c1cc(-c2ccccc2)nn1CC1CC(c2cccnc2)=NO1 (stereo not given)
    -10	-6	-6	1.1	1.1	-5	-3	-9
47	Cc1nc2ccccc2c2oc(C(=O)Nc3ccc(C(C)C)cc3)cc12
    6	1	11	0.89	0.94	-2	-3	38
48	CN(C)CCCN(C(=O)c1sc2ccccc2c1Cl)c1nc2c(F)cccc2s1
    -4	1	-5	1.1	1	4	7	-16
49	N#CCCNS(=O)(=O)c1ccc(C(=O)OCC2CCCCC2)cc1
    16	0	-3	1	0.84	3	-13	-4
50	CCOC(=O)CNC(=O)N1CCCC(N(C)CCc2ccccc2)C1 (stereo not given)
    0	-4	-11	1.1	1	-2	7	9
51	O=C(NCCc1ccccc1)c1cc(=O)c2ccccc2o1
    16	-3	0	1	0.83	-1	5	15
52	CC(C)c1ccc(N(CC(=O)NCc2cccnc2)S(=O)(=O)c2ccccc2)cc1
    -12	-4	-15	1.1	1.1	-5	-4	10
53	CCOC(=O)C1(Cc2ccccc2C(F)(F)F)CCN(C2CCC2)CC1
    7	-1	-4	1	0.93	0	6	-15
54	Cc1cccc(NC(=O)CN2CCN(C(=O)c3ccc(OCc4cn5ccccc5n4)cc3)CC2)c1C
    -6	1	-7	1.1	1.1	3	-4	2
55	CCCCCCc1ccc(OCC(=O)OC)cc1OCC(=O)OC
    13	-2	11	0.89	0.87	-7	-7	10
56	CCN(Cc1cc2ccccc2[nH]c1=O)C(=O)C(C)C
    -2	4	39	0.61	1	0	3	-12
57	COc1cc2[nH]c(=S)nc(NCCCOC(C)C)c2cc1OC
    23	2	-5	1	0.77	3	-18	20
58	Cc1ccc(C)c(NC(=O)COC(=O)Cn2c(C)csc2=O)c1
    -7	7	-12	1.1	1.1	0	-14	-11
59	O=C(O)C1CCC(N2C(=O)C3CCCCC3C2=O)CC1 (stereo not given)
    -6	-2	-8	1.1	1.1	-3	-6	-19
60	O=C(NN1C(=O)/C(=C/c2cccnc2)SC1=S)C(c1ccccc1)c1ccccc1
    5	-1	20	0.8	0.95	7	12	-9
61	Cc1csc(NC(=O)CN2C(=O)C3CC=CCC3C2=O)n1 (stereo not given)
    -3	0	-2	1	1	0	4	4
62	CC1CC1c1ccc(/C=C(\C#N)C(=O)Nc2ccc(Cl)cc2Cl)o1 (stereo not given)
    -11	1	8	0.92	1.1	-3	6	13
63	C=CCn1cc(C(=O)OC)c(=O)c2cc(S(=O)(=O)N(CC)CC)ccc21
    5	2	2	0.98	0.95	-9	-9	0
64	S=C(Nc1ccc(N2CCOCC2)cc1)Nc1ccc2snnc2c1
    10	1	26	0.74	0.9	20	-8	51
65	O=C(/C=C/c1ccccc1)Oc1ccc(C(=S)N2CCOCC2)cc1
    20	-4	11	0.89	0.8	-2	18	-7
66	CC1(C)Cc2c(cnn2-c2ccccc2)C(NC(=O)CCCn2cncn2)C1 (stereo not given)
    4	3	-2	1	0.96	5	9	-2
67	CN(CC(=O)Nc1c(Cl)cccc1Cl)C(=O)c1cc(S(=O)(=O)N(C)C)ccc1N1CCCC1
    29	-1	-8	1.1	0.71	1	8	-8
68	COc1ccccc1N1CCN(S(=O)(=O)c2cc3c(cc2C)NC(=O)CO3)CC1
    -3	-5	-4	1	1	-1	-17	-3
69	O=C(N/N=C/c1c[nH]c2ccccc12)c1cc(-c2ccc(-c3ccccc3)cc2)n[nH]1
    -21	-1	7	0.93	1.2	-3	11	-10
70	O=C(Nc1cc2c3c(c1)CC(=O)N3CCC2)c1ccc(Br)o1
    -3	5	2	0.98	1	2	5	4
